High-throughput results: PubChem, several laboratories
Neddyl block = inhibitors of human cullin neddylation; calls only at 25 µM; hit rate 0.58% among 360,000; TR-FRET cullin neddylation, biochemical; P61081+Q13564; in the data active = inhibition above about 36%
SKN-1 inh = blocks SKN-1 activity in C. elegans | hit rate 0.49% among 360,000 | inhibition, % at 21.8 µM | C. elegans VP596 Pgst-4::GFP/RFP ratio, acrylamide-induced, 24 h;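 active = interference check ratio from 0.5 to 1.5 plus GFP to RFP signal ratio inhibition reaching or exceeding a fixed threshold, cut at about 30% in these data, passing the limit was not always enough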; also: some compounds called inactive have numbers as strong as hits
Scp-1 inhibitor = blocks human Scp-1 phosphatase activity | Q9GZU7 | Recombinant Scp1, phosphopeptide, malachite green phosphate absorbance | inhibition, % at 20 µM | hit rate 0.88% among 340,000 | AID 493091;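 active = inhibition above about 50% at 20 µM, limit read from the data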;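 also: plate controls were DMSO wells with enzyme for no effect and wells lacking enzyme for full effect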
Target sequence (Q9GZU7 76-261 limits assumed): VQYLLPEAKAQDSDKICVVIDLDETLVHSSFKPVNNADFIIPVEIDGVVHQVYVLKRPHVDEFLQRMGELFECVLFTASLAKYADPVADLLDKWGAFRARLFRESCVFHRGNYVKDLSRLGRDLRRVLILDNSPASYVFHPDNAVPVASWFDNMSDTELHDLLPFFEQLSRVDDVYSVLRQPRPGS
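Material: truncated SCP-1 phosphatase (76-261aa) / Buffer or medium: 50 mM Tris acetate pH 5.5, 0.005% Tween-20, 10 mM MgCl2 / Compound dosing: one concentration, 20 µM, with 1.0% DMSO / Incubation: 45 min room-temperature reaction, 5 min colour, 30 min stabiliser / Detection: colorimetric free-phosphate detection, absorbance 630 nm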
LMPTP block = blocks human LMPTP phosphatase | P24666 | recombinant LMPTP-A, OMFP fluorogenic substrate, fluorescence intensity | inhibition, % at 20 µM | hit rate 0.22% among 360,000 | AID 651560;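 active = compounds that cut the enzyme signal by at least half of the control window in the single-dose screen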;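 also: plate controls were DMSO wells with enzyme plus substrate for no effect and substrate without enzyme for full effect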
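Assay system: LMPTP-A, protein tyrosine phosphatase of low molecular weight / Medium: pH 6.0 Bis-Tris buffer with DTT and Triton X-100 / Schedule: 50 min enzyme reaction at room temperature, protected from light / Measured by: endpoint fluorescence intensity from OMFP dephosphorylation / Read-out basis: % inhibition relative to no-enzyme and uninhibited control wells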
DNMT1 inh = blocks human DNA methyltransferase DNMT1. P26358. DNMT1 molecular beacon, Hinp1I cleavage, fluorescence. inhibition (reported as % activation of signal), % at 10 µM. hit rate 0.83% among 360,000. AID 588458; in the data active = inhibition above about 50%
NadD inh = inhibitors of Staphylococcus aureus NadD | purified NadD enzyme, colorimetric absorbance read-out | inhibition, % at 20 µM | hit rate 0.78% among 360,000 | AID 602399; in the data active = inhibition above about 26%; also: some compounds past the cut are filed as inactive
NRP1-CendR mod = NRP-1/CendR interaction modulation; O14786; FAM-RPARPAR peptide binding to NRP-1, fluorescence polarization; inhibition, % at 25 µM; hit rate 0.85% among 360,000; AID 602438;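 active = inhibition or corrected inhibition above about 18%, plus a signal ratio from 0.5 to 1.5, limit read from the data, passing the limit was not always enough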; also: strong numbers were not always called active
Target sequence (O14786 whole entry, looked up): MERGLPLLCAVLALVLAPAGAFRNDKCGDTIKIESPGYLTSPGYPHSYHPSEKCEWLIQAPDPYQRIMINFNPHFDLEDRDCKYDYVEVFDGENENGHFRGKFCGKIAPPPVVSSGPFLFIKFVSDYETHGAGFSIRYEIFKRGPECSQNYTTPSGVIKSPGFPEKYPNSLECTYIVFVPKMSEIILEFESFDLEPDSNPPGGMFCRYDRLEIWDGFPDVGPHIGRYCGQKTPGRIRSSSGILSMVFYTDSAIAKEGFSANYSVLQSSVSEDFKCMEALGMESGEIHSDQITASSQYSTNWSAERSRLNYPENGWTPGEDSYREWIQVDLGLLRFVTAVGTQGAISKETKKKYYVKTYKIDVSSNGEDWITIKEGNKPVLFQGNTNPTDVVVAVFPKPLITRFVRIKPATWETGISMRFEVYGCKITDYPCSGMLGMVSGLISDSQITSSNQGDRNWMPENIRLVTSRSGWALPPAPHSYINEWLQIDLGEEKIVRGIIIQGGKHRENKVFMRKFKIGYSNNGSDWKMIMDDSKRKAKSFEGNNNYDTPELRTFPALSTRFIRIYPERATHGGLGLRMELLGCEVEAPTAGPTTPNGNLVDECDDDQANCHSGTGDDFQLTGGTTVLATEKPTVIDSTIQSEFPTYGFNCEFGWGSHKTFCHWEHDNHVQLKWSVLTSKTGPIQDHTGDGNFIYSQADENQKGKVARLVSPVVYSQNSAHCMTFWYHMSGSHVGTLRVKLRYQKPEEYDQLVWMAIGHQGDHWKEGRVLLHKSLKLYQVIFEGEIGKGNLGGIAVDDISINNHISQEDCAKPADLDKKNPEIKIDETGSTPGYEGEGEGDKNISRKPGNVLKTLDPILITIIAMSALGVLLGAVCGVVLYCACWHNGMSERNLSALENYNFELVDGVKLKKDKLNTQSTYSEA
SUMO1 PPI mod = modulators of human SUMO1-mediated protein-protein interactions | P63165 | SUMO1 binding to a labelled peptide, TR-FRET, 1 h | hit rate 0.33% among 360,000 | AID 602429 | inhibition, % at 20 µM; in the data active = inhibition above about 37%
STEP block = inhibitors of human striatal-enriched phosphatase STEP. recombinant STEP, OMFP fluorogenic substrate, fluorescence. inhibition, % at 20 µM. P54829. hit rate 0.25% among 360,000. AID 588621;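 active = inhibition at 20 µM, scaled per plate between control wells, above about 37%, limit read from the data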;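 also: 0% = DMSO with enzyme and substrate and 100% = substrate only without enzyme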
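Also added – OMFP at 25 µM · Test system – STEP tyrosine phosphatase · Technique – FITC-channel fluorescence of OMFP product · Schedule – 20 min at room temperature, dark · Evaluation – control-normalized % inhibition with plate pattern correction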
Tb MetRS inh = Trypanosoma brucei MetRS inhibition | AID 624268 | purified T. brucei MetRS, ATP depletion, Kinase-Glo luminescence | hit rate 0.4% among 360,000 | inhibition, % at 11.9 µM;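 active = inhibition above a per-plate cutoff of the control wells' mean inhibition plus 3 SD, cut at about 5.5% in these data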;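 also: 0% = DMSO wells median and 100% = median of wells with control inhibitor compound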
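Dosing: 11.9 µM compound single dose, 0.9% DMSO; Assay system: purified T. brucei MetRS enzyme; Measured by: Kinase-Glo luciferase luminescence reporting remaining unconsumed ATP; Schedule: 15 min plus 2 h at 25 °C.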
An asterisk follows results filed as active. Not a hit list; about 4.6% have a hit in one of these screens.

The opening two compounds (preview)
What do the screens show for `O=C1CC(N(CCc2ccccc2)C(=S)Nc2cc(Cl)ccc2Cl)C(=O)N1c1c(Cl)cccc1Cl` (stereo unspecified)?
Neddyl block: inactive; SKN-1 inh: 16; Scp-1 inhibitor: -22; LMPTP block: 4.3; DNMT1 inh: -5; NadD inh: 17; NRP1-CendR mod: -6; SUMO1 PPI mod: -1; STEP block: 2; Tb MetRS inh: -0.6

What do the screens show for `Cc1cc(C)n2nc(-c3ccccc3)cc2n1`?
SKN-1 inh: 5; Scp-1 inhibitor: 1; LMPTP block: 0.0; DNMT1 inh: 6; NadD inh: 1; NRP1-CendR mod: 2; SUMO1 PPI mod: 3; STEP block: 0; Tb MetRS inh: -1.9

Main list (from the top)
What do the screens show for `O=C1CC(N(CCc2ccccc2)C(=S)Nc2cc(Cl)ccc2Cl)C(=O)N1c1c(Cl)cccc1Cl` (stereo unspecified)?
Neddyl block: inactive; SKN-1 inh: 16; Scp-1 inhibitor: -22; LMPTP block: 4.3; DNMT1 inh: -5; NadD inh: 17; NRP1-CendR mod: -6; SUMO1 PPI mod: -1; STEP block: 2; Tb MetRS inh: -0.6

What do the screens show for `Cc1cc(C)n2nc(-c3ccccc3)cc2n1`?
SKN-1 inh: 5; Scp-1 inhibitor: 1; LMPTP block: 0.0; DNMT1 inh: 6; NadD inh: 1; NRP1-CendR mod: 2; SUMO1 PPI mod: 3; STEP block: 0; Tb MetRS inh: -1.9

How did O=C(NCCCn1ccnc1)c1ccc(NS(=O)(=O)c2ccc(Cl)c(Cl)c2)cc1 do in these assays?
Neddyl block: inactive; SKN-1 inh: 11; Scp-1 inhibitor: -3; LMPTP block: 0.4; DNMT1 inh: 2; NadD inh: 0; NRP1-CendR mod: -5; SUMO1 PPI mod: 5; STEP block: -1; Tb MetRS inh: -0.1

Results for Cc1cc(=O)[nH]c2ccc(Cc3ccccc3)cc12 ?
Neddyl block: inactive; SKN-1 inh: 4; Scp-1 inhibitor: -12; LMPTP block: -1.1; DNMT1 inh: 3; NadD inh: -1; NRP1-CendR mod: -4; SUMO1 PPI mod: 0; STEP block: -3; Tb MetRS inh: -0.4

What do the screens show for `COc1ccc(OCC(=O)N2CCN(C(=O)c3cccc4ccccc34)CC2)cc1`?
Neddyl block: inactive; SKN-1 inh: -10; Scp-1 inhibitor: -2; LMPTP block: -0.5; DNMT1 inh: 1; NadD inh: -1; NRP1-CendR mod: 3; SUMO1 PPI mod: -1; STEP block: 1; Tb MetRS inh: 0.4

Results for COc1ccc(/C=C/C(=O)OCC(=O)c2ccccc2F)cc1 ?
Neddyl block: inactive; SKN-1 inh: 5; Scp-1 inhibitor: -16; LMPTP block: 0.8; DNMT1 inh: -7; NadD inh: -2; NRP1-CendR mod: -10; SUMO1 PPI mod: -16; STEP block: 0; Tb MetRS inh: -0.3

What do the screens show for `COc1ccc(C(=O)N2CCN(C(=O)c3ccco3)CC2)cc1OC`?
Neddyl block: inactive; SKN-1 inh: -6; Scp-1 inhibitor: -3; LMPTP block: -1.9; DNMT1 inh: -1; NadD inh: -1; NRP1-CendR mod: -6; SUMO1 PPI mod: 4; STEP block: -13; Tb MetRS inh: -0.3

How did CCCOCCc1nnc(N)s1 do in these assays?
Neddyl block: inactive; SKN-1 inh: -1; Scp-1 inhibitor: -1; LMPTP block: -1.3; DNMT1 inh: 4; NadD inh: -6; NRP1-CendR mod: 20; SUMO1 PPI mod: 0; STEP block: -1; Tb MetRS inh: -0.1

What do the screens show for `COc1ccc(C(=O)NCc2ccccn2)cc1[N+](=O)[O-]`?
Neddyl block: inactive; SKN-1 inh: -6; Scp-1 inhibitor: -11; LMPTP block: -0.6; DNMT1 inh: 0; NadD inh: -6; NRP1-CendR mod: -22; SUMO1 PPI mod: -15; STEP block: -4; Tb MetRS inh: -0.5

Results for Cc1ccc(NC2CCCN(C(=O)c3snnc3C)C2)cc1C (stereo unspecified) ?
Neddyl block: inactive; SKN-1 inh: 29; Scp-1 inhibitor: -5; LMPTP block: -0.7; DNMT1 inh: 1; NadD inh: 9; NRP1-CendR mod: 11; SUMO1 PPI mod: -1; STEP block: 2; Tb MetRS inh: 0.2

Results for CCCn1c(SCC(=O)c2cc(C)n(-c3cc(C)on3)c2C)n[nH]c1=O ?
Neddyl block: inactive; SKN-1 inh: 7; Scp-1 inhibitor: -1; LMPTP block: -1.1; DNMT1 inh: 1; NadD inh: 2; NRP1-CendR mod: 3; SUMO1 PPI mod: -4; STEP block: -2; Tb MetRS inh: -0.4

How did Cc1onc(-c2c(F)cccc2Cl)c1C(=O)NCCN1CCNC1=O do in these assays?
Neddyl block: inactive; SKN-1 inh: -5; Scp-1 inhibitor: -14; LMPTP block: 1.1; DNMT1 inh: 1; NadD inh: 0; NRP1-CendR mod: -5; SUMO1 PPI mod: 4; STEP block: -1; Tb MetRS inh: 0.1

What do the screens show for `Cc1ccc(CN(CC(=O)NCC2CCCO2)S(=O)(=O)c2ccc(C)cc2)cc1` (stereo unspecified)?
Neddyl block: inactive; SKN-1 inh: 3; Scp-1 inhibitor: -3; LMPTP block: 0.9; DNMT1 inh: 22; NadD inh: -5; NRP1-CendR mod: -4; SUMO1 PPI mod: -9; STEP block: -1; Tb MetRS inh: -0.3

How did COc1ccc(S(=O)(=O)NCc2cccnc2)cc1C(=O)N1CCCCC1 do in these assays?
Neddyl block: inactive; SKN-1 inh: 16; Scp-1 inhibitor: -10; LMPTP block: -2.1; DNMT1 inh: 1; NadD inh: 6; NRP1-CendR mod: -15; SUMO1 PPI mod: 0; STEP block: 1; Tb MetRS inh: -0.4

Results for COC(=O)c1scc(C)c1NC(=O)CC1NCCNC1=O (stereo unspecified) ?
Neddyl block: inactive; SKN-1 inh: 4; Scp-1 inhibitor: -3; LMPTP block: -6.8; DNMT1 inh: 12; NadD inh: -4; NRP1-CendR mod: 4; SUMO1 PPI mod: -1; STEP block: -3; Tb MetRS inh: -0.5

What do the screens show for `CC(=O)/C(=N\Nc1ccc(C)cc1)Sc1nncn1C`?
Neddyl block: inactive; SKN-1 inh: 7; Scp-1 inhibitor: -3; LMPTP block: -0.6; DNMT1 inh: -2; NadD inh: 4; NRP1-CendR mod: 4; SUMO1 PPI mod: -2; STEP block: -2; Tb MetRS inh: 0.2

Results for Fc1ccc(Nc2nc(N3CCOCC3)nc(N3CCOCC3)n2)cc1 ?
Neddyl block: inactive; SKN-1 inh: 14; Scp-1 inhibitor: -2; LMPTP block: -1.1; DNMT1 inh: 1; NadD inh: -6; NRP1-CendR mod: -11; SUMO1 PPI mod: -6; STEP block: -2; Tb MetRS inh: -0.8

How did Cc1cnc(NC(=O)c2cccc(S(=O)(=O)N3CC(C)OC(C)C3)c2)s1 (stereo unspecified) do in these assays?
Neddyl block: inactive; SKN-1 inh: -8; Scp-1 inhibitor: 11; LMPTP block: -0.1; DNMT1 inh: 3; NadD inh: -5; NRP1-CendR mod: 10; SUMO1 PPI mod: 3; STEP block: 5; Tb MetRS inh: -0.6

Results for COC(=O)C1=C(C)NC(=O)/C1=C\N(C)C ?
Neddyl block: inactive; SKN-1 inh: 39*; Scp-1 inhibitor: 4; LMPTP block: -1.1; DNMT1 inh: -1; NadD inh: -5; NRP1-CendR mod: 4; SUMO1 PPI mod: -6; STEP block: 2; Tb MetRS inh: -0.6

Results for CC(=O)N1c2ccccc2C(C)CC12CCCCC2 (stereo unspecified) ?
Neddyl block: inactive; SKN-1 inh: 10; Scp-1 inhibitor: -12; LMPTP block: -0.5; DNMT1 inh: 0; NadD inh: 0; NRP1-CendR mod: -14; SUMO1 PPI mod: 0; STEP block: 1; Tb MetRS inh: -0.2

Results for Cc1cccc(NC(=O)c2ccc(COc3ccc4ccccc4c3)o2)n1 ?
Neddyl block: inactive; SKN-1 inh: -1; Scp-1 inhibitor: 1; LMPTP block: 2.7; DNMT1 inh: -14; NadD inh: -1; NRP1-CendR mod: 4; SUMO1 PPI mod: 2; STEP block: 0; Tb MetRS inh: -0.9

Results for Cc1ccc(C)c(OCC(=O)Nc2ccc(N3CCOCC3)cc2N2CCOCC2)c1 ?
Neddyl block: inactive; SKN-1 inh: -2; Scp-1 inhibitor: 0; LMPTP block: 0.6; DNMT1 inh: -6; NadD inh: -2; NRP1-CendR mod: -8; SUMO1 PPI mod: 2; STEP block: 3; Tb MetRS inh: -0.5

How did Cc1ccc2c(c1)cc(CN(C(=O)N1CCOCC1)C1CCCC1)c1nnnn12 do in these assays?
Neddyl block: inactive; SKN-1 inh: 1; Scp-1 inhibitor: 3; LMPTP block: 1.2; DNMT1 inh: 2; NadD inh: -1; NRP1-CendR mod: 7; SUMO1 PPI mod: 3; STEP block: 1; Tb MetRS inh: -0.4

What do the screens show for `CN(CC(=O)Nc1ccccc1Cl)C(=O)COC(=O)c1cc(S(=O)(=O)N(C)C)ccc1N1CCCC1`?
Neddyl block: inactive; SKN-1 inh: -10; Scp-1 inhibitor: -1; LMPTP block: 0.6; DNMT1 inh: -1; NadD inh: -3; NRP1-CendR mod: 1; SUMO1 PPI mod: -1; STEP block: 1; Tb MetRS inh: -0.6

Results for COc1ccc(C(=O)NC(=S)Nc2cc(C)ccn2)cc1[N+](=O)[O-] ?
Neddyl block: inactive; SKN-1 inh: -11; Scp-1 inhibitor: -5; LMPTP block: -1.8; DNMT1 inh: 2; NadD inh: 1; NRP1-CendR mod: -9; SUMO1 PPI mod: -5; STEP block: -3; Tb MetRS inh: -0.2

How did O=[N+]([O-])c1cc(N=Nc2ccc3ccccc3c2)ccc1O do in these assays?
Neddyl block: inactive; SKN-1 inh: 1; Scp-1 inhibitor: -4; LMPTP block: 1.1; DNMT1 inh: -8; NadD inh: 24; NRP1-CendR mod: 10; SUMO1 PPI mod: -12; STEP block: 0; Tb MetRS inh: -0.4

Results for Cc1cc(=O)c2n(Cc3ccccc3Cl)nc[n+]2[nH]1 ?
Neddyl block: inactive; SKN-1 inh: -8; Scp-1 inhibitor: -7; LMPTP block: -0.6; DNMT1 inh: -1; NadD inh: -3; NRP1-CendR mod: 0; SUMO1 PPI mod: 0; STEP block: -2; Tb MetRS inh: 0.1

What do the screens show for `CCCCOc1ccc(-c2nc(=S)[nH][nH]2)cc1`?
Neddyl block: inactive; SKN-1 inh: -4; Scp-1 inhibitor: -4; LMPTP block: -0.1; DNMT1 inh: -2; NadD inh: 0; NRP1-CendR mod: 0; SUMO1 PPI mod: 0; STEP block: 1; Tb MetRS inh: -1.0

Results for CC1CCCCN1C(=O)COc1ccc(NC(=O)c2ccco2)cc1 (stereo unspecified) ?
Neddyl block: inactive; SKN-1 inh: 3; Scp-1 inhibitor: -5; LMPTP block: 0.1; DNMT1 inh: 2; NadD inh: -4; NRP1-CendR mod: -24; SUMO1 PPI mod: -1; STEP block: -3; Tb MetRS inh: -0.1
